# From PubChem BioAssay
# CHRM5 PAM: human M5 muscarinic receptor positive allosteric modulators, primary screen, CHO-K1 cells, Fluo-8 calcium fluorescence; CHO-K1 hM5, ACh EC20 PAM; 0% = ACh EC20, 100% = ACh EC100; Muscarinic acetylcholine receptor M5 (Homo sapiens), P08912; activation, % at 3 µM; AID 624038, 2012; actives 0.3% (n = 360,000);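 active = activation above the run cutoff, the mean activation of all test compounds plus 3 SD, cut at about 18% in these data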
#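 Assay system: CHO-K1 hM5 cells. Also added: acetylcholine at EC20 concentration, added after compound. Dosing: 3 µM, single dose. Times: compound preincubation 140 s before EC20 acetylcholine addition. Signal: Fluo-8 calcium fluorescence. Measure: % activation relative to EC20 and EC100 ACh responses. Repeats: singlicate, one well per test compound.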
# CHRM1 PAM: human M1 muscarinic receptor positive allosteric modulators, primary screen, CHO-K1 cells, Fluo-8 calcium fluorescence, 1536-well; CHO-K1 hM1, ACh EC20; 0% = ACh EC20, 100% = maximal ACh; Muscarinic acetylcholine receptor M1 (Homo sapiens), P11229; actives 0.088% (n = 360,000); activation, % at 3 µM; in the data active = activation above about 19%, passing the limit was not always enough
# Target sequence (P11229 whole entry, looked up): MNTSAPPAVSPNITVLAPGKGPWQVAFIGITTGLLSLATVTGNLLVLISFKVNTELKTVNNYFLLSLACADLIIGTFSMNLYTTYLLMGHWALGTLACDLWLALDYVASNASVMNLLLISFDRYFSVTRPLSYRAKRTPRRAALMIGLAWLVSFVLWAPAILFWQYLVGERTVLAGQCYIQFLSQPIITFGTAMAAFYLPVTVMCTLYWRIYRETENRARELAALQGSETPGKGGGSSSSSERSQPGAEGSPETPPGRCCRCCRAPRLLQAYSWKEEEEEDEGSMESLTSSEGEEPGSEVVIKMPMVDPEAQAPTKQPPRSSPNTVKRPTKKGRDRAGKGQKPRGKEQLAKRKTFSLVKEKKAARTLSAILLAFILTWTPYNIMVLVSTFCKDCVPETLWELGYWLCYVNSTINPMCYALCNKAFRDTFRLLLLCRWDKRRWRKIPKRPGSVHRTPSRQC
# M4 ag: human M4 muscarinic receptor agonists, primary screen, CHO-K1 cells, Fluo-8 calcium fluorescence | actives 0.14% (n = 360,000) | activation, % at 3 µM | AID 624127, 2012 | Muscarinic acetylcholine receptor M4 (Homo sapiens), P08173 | CHO-K1 hM4/Gqi5; vehicle 0%, full acetylcholine response 100%;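 active = activation above the run mean over all test wells plus 3 SD, cut at about 32% in these data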;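 note: peak over basal fluorescence ratio per well then scaled between controls; 0% = DMSO wells and 100% = acetylcholine at EC100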
# Target sequence (P08173 whole entry, looked up): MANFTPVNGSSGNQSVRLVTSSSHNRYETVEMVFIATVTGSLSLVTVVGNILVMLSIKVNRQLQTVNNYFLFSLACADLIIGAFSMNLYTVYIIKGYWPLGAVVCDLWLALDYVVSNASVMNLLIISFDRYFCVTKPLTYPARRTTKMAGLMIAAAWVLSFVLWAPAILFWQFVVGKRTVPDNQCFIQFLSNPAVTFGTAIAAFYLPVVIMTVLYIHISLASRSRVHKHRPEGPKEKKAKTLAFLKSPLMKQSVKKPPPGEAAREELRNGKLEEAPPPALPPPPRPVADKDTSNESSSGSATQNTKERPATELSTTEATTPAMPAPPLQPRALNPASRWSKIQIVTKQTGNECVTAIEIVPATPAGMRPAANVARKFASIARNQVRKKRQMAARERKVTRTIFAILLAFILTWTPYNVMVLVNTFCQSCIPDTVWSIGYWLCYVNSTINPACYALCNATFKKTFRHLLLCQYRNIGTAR
# CHRM5 agonist: human M5 muscarinic receptor agonists, primary screen, CHO-K1 cells, Fluo-8 calcium fluorescence. CHO-K1 hM5 cells; 0% DMSO wells, 100% maximal acetylcholine response. activation, % at 3 µM. actives 0.19% (n = 360,000);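 active = activation above the run's mean over test compounds plus 3 SD, cut at about 23% in these data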;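 note: signal is peak over basal fluorescence ratio across the kinetic read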
# CRFR2-BP ag: agonists of CRF-BP/CRF-R2 complex, primary screen, cell-based, HEK293, calcium dye fluorescence, uHTS. CRF-binding protein / CRF receptor 2 complex (human). calcium dye fluorescence (FLIPR); percent of saturating CRF peptide response. activation, % at 13.2 µM. actives 0.46% (n = 350,000). AID 588473, 2011;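 active = activation of at least 50%, plus an integration ratio under a set limit after plate pattern correction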;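 note: plate controls were neutral control wells without compound for no effect and CRF at EC100 for full effect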
# CHRM4 antagonist: human M4 muscarinic receptor antagonists, primary screen, CHO cells, Fluo-8 calcium fluorescence. CHO-hM4 cells, ACh EC80. AID 624125, 2012. inhibition, % at 3 µM. actives 0.73% (n = 360,000). Muscarinic acetylcholine receptor M4 (Homo sapiens), P08173;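 active = inhibition above its plate's cutoff, the mean inhibition of sample wells plus 3 SD, cut at about 27% in these data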;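 note: 0% = acetylcholine EC80 with DMSO and 100% = DMSO without agonist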
# CHRM5 antagonist: human M5 muscarinic receptor antagonists, primary screen, CHO cells, Fluo-8 calcium fluorescence; CHO-hM5 cells, ACh EC80; inhibition, % at 3 µM; actives 0.59% (n = 360,000); AID 624040, 2012;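 active = inhibition above a per-plate cutoff, the mean of that plate's test compounds plus 3 SD, cut at about 27% in these data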;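 note: 0% = acetylcholine EC80 with DMSO and 100% = DMSO without agonist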
# CRFBP-R2 block: antagonists of CRF-BP/CRF-R2 complex, primary screen, cell-based, HEK293, calcium dye fluorescence, uHTS. CRF-induced calcium fluorescence. inhibition, % at 11.8 µM. actives 0.59% (n = 350,000);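 active = inhibition of the ligand-induced calcium signal above about 50% at the single tested concentration, limit read from the data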
# CHRM4 PAM: human M4 muscarinic receptor positive allosteric modulators, primary screen, CHO-K1 cells, Fluo-8 calcium fluorescence. Muscarinic acetylcholine receptor M4 (Homo sapiens), P08173. CHO-K1 hM4/Gqi5, ACh EC20; 0% = ACh EC20, 100% = maximal ACh. activation, % at 3 µM. actives 0.4% (n = 360,000). AID 624126, 2012;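 active = activation above its plate's cutoff, the mean activation of sample wells plus 3 SD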; note: some results filed as inactive read as strong as hits
# An asterisk follows results filed as active; . = no result given.
No.	CHRM5 PAM	CHRM1 PAM	M4 ag	CHRM5 agonist	CRFR2-BP ag	CHRM4 antagonist	CHRM5 antagonist	CRFBP-R2 block	CHRM4 PAM	molecule
1	3	4	2	1	0.8	2	-14	9	1	CC(C)C(=O)Nc1cccc(N2CCN(CCCN3C(=O)C4CCCCN4C3=O)CC2)c1 (stereo not drawn)
2	4	6	1	0	-0.5	-4	4	9	6	CCOc1ccc(C(=O)NCC(=O)NCC(c2ccco2)N2CCCCC2)cc1OCC (stereo not drawn)
3	9	4	1	-1	-0.3	3	-8	9	7	CC(OC(=O)c1nc(Cl)ccc1Cl)C(=O)Nc1ccccc1F (stereo not drawn)
4	11	11	1	2	1.0	-2	-2	-3	1	COCc1cnc(C)nc1N
5	-5	6	0	-3	-0.3	-7	1	8	6	CCOc1ccc(CN2CCNC(=O)C2CC(=O)N(C)Cc2nonc2C)cc1 (stereo not drawn)
6	-13	4	2	-4	-1.1	3	19	10	-1	COc1ccc(C(=S)N2CCN(S(=O)(=O)c3ccccc3)CC2)cc1
7	-13	4	0	3	-1.3	4	7	16	-3	COc1ccc(CSc2nc(C)cc(=O)[nH]2)cc1Br
8	2	-1	7	3	55*	16	8	-98	-9	Cc1ccc2nc(/C(C#N)=C\c3ccc([N+](=O)[O-])o3)[nH]c2c1
9	2	5	2	-1	.	-14	-6	.	1	O=C(NCc1cc(Cl)cc(Cl)c1)c1ccc2nc(COCCO)[nH]c2c1
10	3	2	0	-2	0.5	20	-1	32	-8	Cc1ccc(S(=O)(=O)NC(C)(C)CN2CCNCC2)cc1
11	-7	0	1	-8	-0.3	-11	-11	-2	6	COC(=O)c1ccc(/C=N/N2CCN(Cc3ccccc3)CC2)cc1
12	-12	-19	11	10	-4.0	-8	5	3	-3	COc1cccc(CNc2ncnc3ccc(-c4c(C)noc4C)cc23)c1
13	4	3	0	-1	-2.0	4	-1	14	-5	COCCn1c(=NC(=O)CN2C(=O)CCC2=O)sc2cc(S(N)(=O)=O)ccc21
14	-8	9	1	4	-2.1	0	0	26	-5	Cc1ccc(CN2CN(S(=O)(=O)c3cccs3)c3nc4ccccc4nc32)cc1
15	-2	6	0	-9	-1.2	32*	0	3	-17	O=C(C1CCCCC1)N1CCN=C1SCc1cccc([N+](=O)[O-])c1
16	0	-1	-1	3	3.6	-8	0	7	1	CSc1nc(Oc2ccc(F)cc2)c2ccccc2n1
17	6	7	1	-2	3.9	-12	-3	-25	18	COc1ccc(NC(=O)C(Sc2nnc(-c3ccncc3)n2-c2ccccc2C)c2ccccc2)cc1Cl (stereo not drawn)
18	1	3	1	3	0.0	9	12	17	-9	CC(=O)Nc1ccc(N2CC(C)(C)C2=O)cc1
19	-4	3	12	1	-1.8	-3	5	-12	-2	O=C(Nc1cccc(NC(=O)c2cccs2)c1)c1cccnc1
20	-2	-5	0	1	-1.9	-1	-1	21	-3	CCOCCCNC(=O)C1c2ccccc2C(=O)N2CCc3ccccc3C12 (stereo not drawn)
21	-5	11	3	0	0.6	2	-7	15	-8	COc1ccc(OC)c(C2=NNC(=NCc3ccc4c(c3)OCO4)SC2)c1
22	-1	-3	1	-3	-1.3	1	-2	32	-1	COc1ccc(/C=C2/SC(=S)N(CC(=O)O)C2=O)cc1OCc1ccc(Cl)cc1
23	-2	-3	1	3	7.2	5	6	24	1	COc1ccc(OC)c(CCNC(=O)c2ccc3c(=O)[nH]c4c(C(=O)NC(C)C)sc(=S)n4c3c2)c1
24	4	-4	1	-1	0.2	-1	-1	-8	10	O=S1(=O)N=C(N2CCN(Cc3ccc4c(c3)OCO4)CC2)c2ccccc21
25	-2	14	-2	1	0.1	0	10	8	5	O=C(O)c1ccccc1NS(=O)(=O)c1ccccc1C(F)(F)F
26	0	7	5	0	-0.3	4	-3	-24	-5	O=C(NC(Cc1c[nH]c2ccccc12)C(=O)N/N=C/c1cccc2ccccc12)c1cccs1 (stereo not drawn)
27	-5	7	1	-2	-5.4	-8	-13	12	12	CCNC(=O)c1cc(S(=O)(=O)N(C)C)c(Cl)cc1Cl
28	-2	7	2	2	2.6	-7	-7	1	-4	COc1ccc(-c2nnc3sc(-c4ccccc4OC)nn23)cc1
29	-5	0	2	0	-2.5	11	3	2	7	CNC(=S)N/N=C/c1c(C)nn(-c2ccccc2)c1Cl
30	0	-3	1	1	5.9	-10	-1	-12	5	Cc1ccc2cc(C)c(N3CCN(c4ccccn4)CC3)nc2c1

# Random excerpt: two entries already listed, in no set order.
No.	CHRM5 PAM	CHRM1 PAM	M4 ag	CHRM5 agonist	CRFR2-BP ag	CHRM4 antagonist	CHRM5 antagonist	CRFBP-R2 block	CHRM4 PAM	molecule
18	1	3	1	3	0.0	9	12	17	-9	CC(=O)Nc1ccc(N2CC(C)(C)C2=O)cc1
15	-2	6	0	-9	-1.2	32*	0	3	-17	O=C(C1CCCCC1)N1CCN=C1SCc1cccc([N+](=O)[O-])c1

# New compounds follow:
No.	CHRM5 PAM	CHRM1 PAM	M4 ag	CHRM5 agonist	CRFR2-BP ag	CHRM4 antagonist	CHRM5 antagonist	CRFBP-R2 block	CHRM4 PAM	molecule
31	-2	2	1	0	-0.1	3	4	-31	13	Cn1c(N2CCC(C(N)=O)CC2)nc2c1c(=O)n(Cc1ccc(Cl)cc1)c(=O)n2C
32	2	-6	1	3	-0.4	5	-2	16	-7	CCC(=O)Nc1ccc(Cl)c(NC(=O)C(C)C)c1
33	-6	.	-1	-3	.	-18	-1	.	1	CCCCCCCCN1C(=O)[C@H](CC(=O)N2CCN(C(=O)C3CC3)CC2)C[C@@]2(C(=O)OCC)CCCC=C12
34	4	2	0	1	1.3	6	4	-12	-4	CC(C)CCNC(=O)C(c1cccs1)N(CC1CCCO1)C(=O)Cn1nnc2ccccc21 (stereo not drawn)
35	5	6	1	1	0.6	6	-1	-7	-4	O=c1oc(-c2cccs2)nc2sc3c(c12)CCC3
36	-2	3	1	-3	-1.8	12	-3	-21	-7	CC1=C(C(=O)Nc2ccccc2F)C(c2cccs2)NC(=S)N1 (stereo not drawn)
37	-2	5	0	-1	-4.2	4	-2	48	6	COc1ccc(-c2cc(C(=O)Nc3c(C)nn(Cc4ccccc4Cl)c3C)no2)cc1
38	-1	8	1	1	8.2	10	0	12	-6	COC(=O)c1cccc(NC(=O)CCNC(=O)c2ccc([N+](=O)[O-])cc2)c1
39	0	9	0	-3	0.1	-11	-11	-17	0	C/C(=N/NC(=O)C1CCN(S(=O)(=O)c2ccc(C)cc2)CC1)c1cccc([N+](=O)[O-])c1
40	5	3	5	2	.	-7	-2	.	-2	O=C(NCc1ccccc1)c1cc(C2COCCN2C(=O)C/C=C/c2ccccc2)on1 (stereo not drawn)
41	7	-1	0	-2	2.9	-17	-1	-4	13	COc1ccc(CCn2c(-n3nc(C)cc3C)nc3c2c(=O)[nH]c(=O)n3C)cc1
42	-5	-9	3	0	-1.0	-10	0	-9	10	COc1ccc(C(=O)OCc2nc(N)nc(Nc3ccccc3C)n2)cc1OC
43	-1	10	0	1	-0.4	6	3	-4	10	O=C(COC(=O)c1cccnc1Cl)NC(=O)c1ccc(OC(F)F)cc1
44	-1	7	1	2	-1.2	-2	-3	-11	6	CCN(CC)S(=O)(=O)c1ccc(N2CCOCC2)c(NC(=O)C2CCCO2)c1 (stereo not drawn)
45	-8	-1	1	-7	0.2	-8	7	13	-8	Cc1ccc(NC(=S)NCc2ccc(F)cc2)cc1
46	3	2	0	-2	-0.6	2	11	5	-6	CCOc1ccc(-n2nnc3c(=O)n(CC(=O)Nc4cc(C)on4)cnc32)cc1
47	2	6	1	-4	1.0	-5	-7	-17	-2	Cc1noc(C)c1S(=O)(=O)N1CCCC(C(=O)NCc2ccccn2)C1 (stereo not drawn)
48	-6	4	1	0	12	1	8	-10	0	Cc1cccn2cc(-c3ccc(F)cc3)cc12
49	-2	9	1	-2	-0.5	-1	12	-25	6	CCCCCc1nnc(NS(C)(=O)=O)s1
50	3	1	4	-1	-0.5	-18	5	-1	4	COc1ccc(/C=C/C(=O)OCC(=O)NCCCc2ccccc2)cc1OC
51	-1	-5	4	-18	-2.1	-4	9	4	-10	Cc1ccc(C(=O)C[n+]2ccc(Cc3ccccc3)cc2)cc1
52	1	-9	0	0	4.6	-5	2	-5	-9	CCOC(=O)c1ccc(N2CSC3=C(C#N)C(c4cccs4)CC(=O)N3C2)cc1 (stereo not drawn)
53	-6	3	5	-2	-1.6	-11	9	1	-8	Cc1ccc(-c2nnc(N3CCOCC3)c3ccccc23)cc1S(=O)(=O)NCc1cccnc1
54	-4	-11	3	-1	0.4	5	5	3	-6	Cc1cc(N2CCCC2)ccc1NC(=O)COc1ccccc1
55	-1	-2	2	-4	-0.6	5	11	1	0	COCC1CCN(C(=O)c2cc(COc3ccc(F)cc3F)on2)C1 (stereo not drawn)
56	3	-10	1	-7	-2.8	19	1	-8	-11	CCCC1=Nc2cc(C(=O)NCCCN3CCOCC3)ccc2Sc2ccccc21

# 14 compounds already listed, sorted by heavy-atom count, falling:
No.	CHRM5 PAM	CHRM1 PAM	M4 ag	CHRM5 agonist	CRFR2-BP ag	CHRM4 antagonist	CHRM5 antagonist	CRFBP-R2 block	CHRM4 PAM	molecule
17	6	7	1	-2	3.9	-12	-3	-25	18	COc1ccc(NC(=O)C(Sc2nnc(-c3ccncc3)n2-c2ccccc2C)c2ccccc2)cc1Cl (stereo not drawn)
23	-2	-3	1	3	7.2	5	6	24	1	COc1ccc(OC)c(CCNC(=O)c2ccc3c(=O)[nH]c4c(C(=O)NC(C)C)sc(=S)n4c3c2)c1
53	-6	3	5	-2	-1.6	-11	9	1	-8	Cc1ccc(-c2nnc(N3CCOCC3)c3ccccc23)cc1S(=O)(=O)NCc1cccnc1
5	-5	6	0	-3	-0.3	-7	1	8	6	CCOc1ccc(CN2CCNC(=O)C2CC(=O)N(C)Cc2nonc2C)cc1 (stereo not drawn)
38	-1	8	1	1	8.2	10	0	12	-6	COC(=O)c1cccc(NC(=O)CCNC(=O)c2ccc([N+](=O)[O-])cc2)c1
9	2	5	2	-1	.	-14	-6	.	1	O=C(NCc1cc(Cl)cc(Cl)c1)c1ccc2nc(COCCO)[nH]c2c1
6	-13	4	2	-4	-1.1	3	19	10	-1	COc1ccc(C(=S)N2CCN(S(=O)(=O)c3ccccc3)CC2)cc1
15	-2	6	0	-9	-1.2	32*	0	3	-17	O=C(C1CCCCC1)N1CCN=C1SCc1cccc([N+](=O)[O-])c1
36	-2	3	1	-3	-1.8	12	-3	-21	-7	CC1=C(C(=O)Nc2ccccc2F)C(c2cccs2)NC(=S)N1 (stereo not drawn)
29	-5	0	2	0	-2.5	11	3	2	7	CNC(=S)N/N=C/c1c(C)nn(-c2ccccc2)c1Cl
7	-13	4	0	3	-1.3	4	7	16	-3	COc1ccc(CSc2nc(C)cc(=O)[nH]2)cc1Br
32	2	-6	1	3	-0.4	5	-2	16	-7	CCC(=O)Nc1ccc(Cl)c(NC(=O)C(C)C)c1
48	-6	4	1	0	12	1	8	-10	0	Cc1cccn2cc(-c3ccc(F)cc3)cc12
4	11	11	1	2	1.0	-2	-2	-3	1	COCc1cnc(C)nc1N
